From PubChem
NCI-60 one-dose screen, 48 h, at 10 µM unless noted. Numbers give growth in % (100 = growth as untreated, 0 = no growth, -100 = all killed).
OVCAR-5 – OVCAR-5 ovarian cancer; actives 2.9% (n = 82,000)
OVCAR-3 – OVCAR-3 ovarian cancer; actives 7% (n = 79,000); AID 1794787
ACHN – ACHN renal cancer; actives 4.9% (n = 81,000)
SK-OV-3 – SK-OV-3 ovarian cancer cells | actives 3.2% (n = 80,000)
OVCAR-8 – OVCAR-8 ovarian cancer. actives 4.4% (n = 81,000). AID 1794782
RXF 393 – RXF 393 renal cancer cells | actives 6.9% (n = 77,000)
A498 – A498 renal cancer cells. actives 5.4% (n = 76,000). AID 1794774
OVCAR-4 – OVCAR-4 ovarian cancer cells; actives 3.7% (n = 80,000); AID 1794784
IGROV1 – IGROV1 ovarian cancer | actives 4.7% (n = 79,000) | AID 1794786
* marks the source's active call; other numbers are inactive results; / = no result given; & = joins results of further samples. How the source made its calls: active means growth percent below 10; inactive means the rest.

Value order: OVCAR-5 | OVCAR-3 | ACHN | SK-OV-3 | OVCAR-8 | RXF 393 | A498 | OVCAR-4 | IGROV1
1: N#CC1C=CN(CC(=O)c2ccc(Cl)cc2)c2ccc3cccnc3c21 (centres undefined)
→ 85 | 96 | 72 | 55 | 77 | 88 | 54 | 88 | 80
2: Cc1ccc(S(=O)(=O)CC(=O)Nc2ccc(S(N)(=O)=O)cc2)cc1
→ 102 | 110 | 106 | 104 | 103 | 117 | 117 | 105 | 100
3: CCN(CC)CCCC(C)Nc1ccc2cc(OC)ccc2n1 (centres undefined)
→ 109 | 99 | 107 | 113 | 100 | 112 | 84 | 62 | 105
4: CCOC(=O)CSc1c([N+](=O)[O-])ncn1C
→ 92 | 103 | 101 | 110 | 103 | 103 | 114 | 105 | 96
5: Cc1cnc2ccccn2c1=O
→ 115 | 99 | 100 | 94 | 102 | 105 | 109 | 110 | 91
6: Cc1ccc(/C=C/C(=O)Nc2ccc3oc(=O)ccc3c2)cc1
→ 103 | 104 | 104 | 104 | 98 | 92 | 98 | 100 | 101
7: COc1cc(OC)cc(C(=O)C[n+]2ccc(/C=C/c3ccncc3)cc2)c1
→ 97 | 107 | 106 | 117 | 101 | 99 | 80 | 95 | 102
8: O=C(CN1CCN(CCN2C(=O)c3cccc4cccc(c34)C2=O)CC1)Nc1nc2ccccc2s1
→ 112 | 107 | 72 | 113 | 80 | / | 82 | 100 | 86
9: CCCCN(C)N=Nc1ccc(C(N)=O)cc1
→ 99 | 103 | 107 | 121 | 107 | 150 | 90 | 107 | 89
10: O=C1/C(=C\c2ccc([N+](=O)[O-])cc2)CS(=O)(=O)C/C1=C/c1ccc([N+](=O)[O-])cc1
→ -99* | -90* | -99* | -43* | / | -100* | / | -90* | -82*

Individual results from above.
cpd 8 @ OVCAR-5 = 112
cpd 1 @ IGROV1 = 80
cpd 5 @ OVCAR-5 = 115

(next part)
Value order: OVCAR-5 | OVCAR-3 | ACHN | SK-OV-3 | OVCAR-8 | RXF 393 | A498 | OVCAR-4 | IGROV1
11: NC(=S)NN=C1CCCCC1
→ 104 | 38 | 103 | 73 | 69 | 109 | 87 | 54 | 84
12: O=C(O)c1ccccc1Cc1ccc(F)c2ccccc12
→ 97&112 | 108&99 | 102&99 | 122&102 | 102&101 | 96&107 | 97&99 | 97&110 | 119&113
13: O=C(N/N=C/c1ccc(O)cc1)c1cc(-c2nc3ccccc3[nH]2)nc2ccccc12
→ 108 | / | 91 | 105 | 100 | 118 | 59 | 94 | 99
14: CC(=O)Nc1nc(C)c(C(=O)NNC(=O)Nc2ccccc2)s1
→ 108 | 100 | 93 | 105 | 113 | 121 | 91 | 109 | 141
15: COc1ccc(C(=O)CSc2nnc(-c3cc(-c4ccccc4)nc4ccccc34)o2)cc1
→ 105 | 109 | 108 | 119 | 103 | 122 | 100 | 107 | 102
16: CC(CO)C1CCCCC1 (centres undefined)
→ 104 | 103 | 108 | 103 | 110 | 105 | 104 | 103 | 109
17: CCN=C1C=C/C(=C(/c2ccc(NCC)c(C)c2)c2cc(O)c(S(=O)(=O)O)cc2S(=O)(=O)O)C=C1C
→ 108 | 102 | 103 | 90 | / | / | 110 | 105 | 85
18: O=C1CNC(c2ccccc2O)N1O (centres undefined)
→ 112 | 111 | 101 | 96 | 96 | 131 | 118 | 98 | 108
19: O=c1c2cc(Cl)ccc2oc2ccc(OCCCCCN3CCCCC3)cc12
→ 75 | 67 | 95 | 98 | 55 | 61 | 76 | 81 | 72
20: CCOC(=O)C1=C(c2ccccc2)N=C2N(c3ccccc3)N=C(C(C)=O)N2C1c1ccc(Cl)cc1 (centres undefined)
→ 104 | 102 | 99 | 112 | 95 | 67 | 79 | 93 | 93
21: CCOC(=O)N/N=C/c1cc(Cl)ccc1O
→ 93 | 119 | 95 | 116 | 89 | 94 | 94 | 99 | 115
22: C=C1CC[C@@H]2[C@](C)(CO)[C@H](O)CC[C@@]2(C)[C@@H]1C/C(O)=C1\CCOC1=O
→ 120 | 93 | 101 | 113 | 99 | 123 | 94 | 95 | 107
23: CC(N1CCN(C)CC1)C(O)(c1ccccc1)c1ccccc1 (centres undefined)
→ 99 | 107 | 98 | 106 | 100 | 114 | 102 | 103 | 102
24: C#Cc1ccc(-n2c(/C=C/c3ccc(C(F)(F)F)cc3)nc3ncccc3c2=O)cc1
→ 69 | -8.9* | 19 | 54 | 17 | -10* | 44 | -43* | 34
25: COc1ccc(OCC(=O)Nc2ccc(-c3nc4ccccc4s3)c(Cl)c2)cc1
→ 92 | 100 | 95 | 99 | 107 | 131 | 84 | 75 | 62
26: Nc1nc(N)c2c(C(=O)Nc3ccc(CCN4CCOCC4)cc3)coc2n1
→ 97 | 107 | 102 | 97 | 107 | 120 | 106 | 102 | 105
27: Cc1ccc(C(=O)OCCC(C)C)cc1
→ 112 | 107 | 112 | 123 | 104 | 113 | 110 | 109 | /
28: CC1=C[C@@]2(CCCO)c3cc4c(cc3CC[C@@]2(C)[C@@H]1C)[nH]c1ccccc14
→ 93 | 86 | 97 | 103 | 94 | 98 | 105 | 102 | 79
29: Cc1cccc(C)c1Nc1nnc(-c2ccc(F)cc2)o1
→ 94 | 94 | 100 | 102 | 109 | 98 | 103 | 103 | 98
30: NNC(=S)NCCN1CCOCC1
→ 106 | 114 | 100 | 103 | 96 | 95 | 82 | 100 | 105

Excerpt, entries 21 to 27
Value order: OVCAR-5 | OVCAR-3 | ACHN | SK-OV-3 | OVCAR-8 | RXF 393 | A498 | OVCAR-4 | IGROV1
21: CCOC(=O)N/N=C/c1cc(Cl)ccc1O
→ 93 | 119 | 95 | 116 | 89 | 94 | 94 | 99 | 115
22: C=C1CC[C@@H]2[C@](C)(CO)[C@H](O)CC[C@@]2(C)[C@@H]1C/C(O)=C1\CCOC1=O
→ 120 | 93 | 101 | 113 | 99 | 123 | 94 | 95 | 107
23: CC(N1CCN(C)CC1)C(O)(c1ccccc1)c1ccccc1 (centres undefined)
→ 99 | 107 | 98 | 106 | 100 | 114 | 102 | 103 | 102
24: C#Cc1ccc(-n2c(/C=C/c3ccc(C(F)(F)F)cc3)nc3ncccc3c2=O)cc1
→ 69 | -8.9* | 19 | 54 | 17 | -10* | 44 | -43* | 34
25: COc1ccc(OCC(=O)Nc2ccc(-c3nc4ccccc4s3)c(Cl)c2)cc1
→ 92 | 100 | 95 | 99 | 107 | 131 | 84 | 75 | 62
26: Nc1nc(N)c2c(C(=O)Nc3ccc(CCN4CCOCC4)cc3)coc2n1
→ 97 | 107 | 102 | 97 | 107 | 120 | 106 | 102 | 105
27: Cc1ccc(C(=O)OCCC(C)C)cc1
→ 112 | 107 | 112 | 123 | 104 | 113 | 110 | 109 | /

(more compounds)
Value order: OVCAR-5 | OVCAR-3 | ACHN | SK-OV-3 | OVCAR-8 | RXF 393 | A498 | OVCAR-4 | IGROV1
31: Cc1cc(C)c2c(/C=C3/C(=O)NC(=S)NC3C)cc(=O)oc2c1 (centres undefined)
→ 97 | 100 | 108 | 104 | 92 | 96 | 91 | 96 | 97
32: Clc1ccccc1Nc1nnc(-c2ccncc2)s1
→ 107 | 110 | 104 | 105 | 100 | 107 | 92 | 95 | 101
33: Cc1cc(Cl)ccc1N1C(=O)c2sc3nc4scc(-c5ccc(F)cc5)c4c(=O)n3c2C1=O
→ 115 | 123 | 102 | 111 | 80 | 85 | 116 | 99 | /
34: Fc1cccc(Oc2ccc(Nc3ncnc4ccc(OCCCN5CCOCC5)cc34)cc2Cl)c1
→ 78 | 45 | 32 | 7.1* | 62 | 56 | -4.8* | 53 | 12
35: COc1cc(CNC(=O)/C=C/c2ccccc2)ccc1OCc1cn(-c2cccc(Cl)c2)nn1
→ 104 | 109 | 94 | 90 | 75 | / | 75 | 69 | 86
36: CCCCCCCCCCCC1N=C(N)N=C(N)N1c1cccc(Br)c1 (centres undefined)
→ -33* | -29* | 25 | 33 | -15* | -32* | 76 | 55 | -30*
37: CCCCC1C(=O)NN(c2ccccc2)C1=O (centres undefined)
→ 107 | 105 | 106 | 105 | 109 | 109 | 102 | 110 | 98
38: O=C(NCc1ccccc1)C12CC3CC(CC(C3)C1)C2
→ 103 | 117 | 104 | 113 | 106 | 108 | 112 | 117 | 103
39: CCOC(=O)C(CC1CCCCC1)C(C)=O (centres undefined)
→ 92 | 106 | 99 | 98 | 90 | 105 | 110 | 92 | 111
40: Cc1cccc2cc(/C=C/C(=O)/C=C/c3ccc(Cl)cc3)c(=O)[nH]c12
→ 85 | 14 | 61 | 91 | 22 | 37 | 63 | 58 | /

Brought forward from above: 5 entries, then new ones.
Value order: OVCAR-5 | OVCAR-3 | ACHN | SK-OV-3 | OVCAR-8 | RXF 393 | A498 | OVCAR-4 | IGROV1
36: CCCCCCCCCCCC1N=C(N)N=C(N)N1c1cccc(Br)c1 (centres undefined)
→ -33* | -29* | 25 | 33 | -15* | -32* | 76 | 55 | -30*
37: CCCCC1C(=O)NN(c2ccccc2)C1=O (centres undefined)
→ 107 | 105 | 106 | 105 | 109 | 109 | 102 | 110 | 98
38: O=C(NCc1ccccc1)C12CC3CC(CC(C3)C1)C2
→ 103 | 117 | 104 | 113 | 106 | 108 | 112 | 117 | 103
39: CCOC(=O)C(CC1CCCCC1)C(C)=O (centres undefined)
→ 92 | 106 | 99 | 98 | 90 | 105 | 110 | 92 | 111
40: Cc1cccc2cc(/C=C/C(=O)/C=C/c3ccc(Cl)cc3)c(=O)[nH]c12
→ 85 | 14 | 61 | 91 | 22 | 37 | 63 | 58 | /
41: COP(=O)(OC)C(C)(C)CC(=O)CC(C#N)(C#N)C(C#N)C#N
→ 94 | 114 | 100 | 101 | 105 | 98 | 121 | 116 | 110
42: O=C(OCCSCCOC(=O)C1CC=CCC1)C1CC=CCC1 (centres undefined)
→ 104 | 110 | 101 | 99 | 104 | 127 | / | 114 | 115
43: CC(=O)[C@H]1CC[C@H]2[C@@H]3CC[C@H]4CC(=O)CC[C@]4(C)[C@H]3[C@H](O)C[C@]12C
→ 114 | 111 | 102 | 99 | 102 | 115 | 114 | 108 | 96
44: ClC1[C@H](c2c[nH]c3ccccc23)c2c([nH]c3ccccc23)[C@H]1c1c[nH]c2ccccc12 (some centres undefined)
→ 104 | 79 | 84 | 89 | 96 | 57 | / | 83 | 61
45: Cc1cnc(SCc2ccc(Cl)cc2Cl)nc1Nc1ccc(Cl)c(Cl)c1
→ 103 | 100 | 96 | 98 | 92 | 97 | 86 | 94 | 83
46: O=C(O)COc1cccc(C(=O)/C=C/c2ccco2)c1
→ 117 | 115 | 105 | 105 | 100 | 112 | / | 109 | 110
47: ON=C(c1ccccc1)c1ccccc1
→ 95 | 114 | 106 | 111 | 105 | 108 | 105 | 96 | 104
48: c1ccc(C(CN2CCOCC2)c2ccccc2)cc1
→ 108 | 111 | 111 | 67 | 95 | 106 | 93 | 102 | 100
49: c1ccc(CNc2ncnc3ccc(-c4cnc5[nH]ncc5c4)cc23)cc1
→ 62 | 67 | 34 | 72 | 71 | 34 | -8.9* | 79 | 9.5*
50: COC(=O)c1ccc(-c2ccc(/C=N/NC(=O)c3[nH]c4ccc(Br)cc4c3-c3ccccc3)o2)cc1O
→ 110 | 114 | 98 | 127 | 103 | 93 | 107 | 99 | 118
51: N#Cc1c(NC(=O)c2ccco2)[n+]([O-])c2ccc(Cl)cc2[n+]1[O-]
→ 96 | / | 101 | 99 | 99 | 107 | 79 | 92 | 87
52: Cc1ccc(C(C)C)c(O)c1C(=O)O
→ 97 | 98 | 106 | 104 | 107 | 114 | / | 100 | 100
53: Cc1[nH]c(/C=C/C(=O)c2ccc(C(F)(F)F)c(F)c2)c(C)c1C(=O)N1CCCC1
→ 97&102 | 104&105 | 101&107 | 103&127 | 97&93 | 97&102 | 57 | 85&104 | 78&84
54: Cc1c2c(nn1C(=O)c1nn(-c3ccc(Cl)cc3)cc1O)-c1ccccc1CC2
→ 41 | -3.9* | 17 | 13 | 6.4* | 32 | 80 | 16 | 18
55: COc1ccc2oc(=O)cc(-c3nc(-c4ccccc4)c(-c4ccccc4)n3-c3ccc(C(=O)O)cc3)c2c1
→ 103 | 66 | 88 | 87 | 68 | 88 | 103 | 80 | 91
56: COC(=O)[C@H](O)[C@H]1C(C)(C)[C@H](OC(C)=O)C2CC3=C4CC(=O)O[C@@H](c5ccoc5)[C@]4(C)CC[C@@H]3[C@@]1(C)C2=O
→ 87 | 113 | 99 | 100 | 98 | 109 | 89 | 108 | 100
